C2C12 statin: suppression of simvastatin myotoxicity | C2C12 myotubes + simvastatin, ATP luminescence, 48 h; scaled: DMSO 0, geranylgeraniol control 100 | rescue of ATP level, % at 7.49 µM | hit rate 0.78% among 330,000;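 active means mean ATP rescue above about 67%, or every replicate alone reaching that limit, limit read from the data, passing the limit was not always enough; inconclusive means no clear call, values can overlap the other calls; inactive means mean under the limit and some replicate under it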;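 further: myotubes were challenged with 10 µM simvastatin during compound exposure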
GSIS activator: GLuc luminescence reporter in INS-1E cells, primary screen for activators of glucose-dependent secretion of insulin | INS-1E GLuc reporter insulin secretion, 2-3 h | activation, % at 16.6 µM | hit rate 0.61% among 370,000 | AID 743287;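 active means lowest replicate activation of at least 40%, so every replicate reaches that level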;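 further: 0% = median of neutral control wells and 100% = median of IBMX positive control wells; some compounds called inactive have numbers as strong as hits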
LGR2 antag: inhibitors of bursicon-induced Drosophila LGR2 receptor cAMP signaling | HEK293 LGR2, CRE-luciferase, bursicon-stimulated, 4 h | inhibition, % at 9.99 µM | hit rate 0.35% among 380,000 | AID 720647;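 active means drop in luminescence signal, shown as inhibition above about 50% in the replicate tests, limit read from the data, passing the limit was not always enough; inconclusive means probably only some replicates passing the limit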;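 further: agonist challenge used bursicon conditioned medium at about half maximal strength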
PGC1a acetyl inh: lowers PGC1a acetylation signal in U2OS cells; AlphaScreen anti-acetyl-lysine; with virally co-expressed GCN5 acetyltransferase; inhibition, % at 15.6 µM; hit rate 0.17% among 350,000;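 active means every replicate shows inhibition of at least 40%; inconclusive means mean inhibition at least 40% but some replicate below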;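 further: 0% = neutral control wells and 100% = positive control wells; some results beyond the cut were filed as inactive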
Cneo AK release: Cryptococcus neoformans lysis via adenylate kinase release. C. neoformans lysis, adenylate kinase release luminescence, 4 h; normalised: neutral wells 0, clomiphene wells 100. lysis activity, % at 15 µM. hit rate 0.2% among 360,000. AID 651654;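 active means mean lysis activity across replicates of at least 80%, whatever share of replicates individually reach that level; inactive means mean lysis activity below 80%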
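Material – log-phase Cryptococcus neoformans yeast cells · Input – 5 × 10^6 yeast cells/mL · Medium – fresh YPD growth medium · Doses – single compound concentration per well · Timing – static 4 h at 37 °C with compound, 1 h detection · Detection – adenylate kinase release luminescence · Read-out – signal increase indicating cell lysis · Control set – Clomiphene as positive lysis control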
ARNT TACC3 PPI: disrupts binding between human ARNT and TACC3. Q9Y6A5. AlphaScreen His-ARNT PAS-B/GST-TACC3 binding, luminescence; TACC3 fragment carries E629A point mutation. inhibition, % at 9.99 µM. hit rate 0.66% among 390,000;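 active means mean inhibition of replicates at least 50% and at least half of replicates each reaching 50%; inconclusive means half or more replicates reach 50% but mean below 50%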;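 further: 0% = complete ARNT plus TACC3 wells and 100% = ARNT alone without TACC3; many hits fall short of the cut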
PglD inh: PglD (C. jejuni) enzyme inhibition | hit rate 0.098% among 360,000 | inhibition, % at 12.5 µM | purified PglD enzyme, DTNB colorimetric CoA detection | AID 602405; in the data active means inhibition above about 16%, passing the limit was not always enough; inconclusive means no clear call, values can overlap the other calls; further: strong numbers were not always called active
PAX8 reporter: lowers PAX8-driven luciferase in RMG-I cells; AID 652154; RMG-I TPO-luciferase reporter, SteadyGlo, 24 h; hit rate 1.2% among 360,000; inhibition, % at 12.6 µM;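 active means mean replicate inhibition at least 60% with every replicate also reaching 60%; inconclusive means only one of the two criteria is met; inactive means mean below 60% and not all replicates reaching 60%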;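 further: luciferase light reporting Pax8 driven TPO promoter activity; plate controls were median of neutral control wells for no effect and mitoxantrone controls for full effect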
Numbers without * were called inactive; u = inconclusive; x = no result given.

no.	mol	C2C12 statin	GSIS activator	LGR2 antag	PGC1a acetyl inh	Cneo AK release	ARNT TACC3 PPI	PglD inh	PAX8 reporter
1	O=C(COC(=O)CNC(=O)c1ccccc1)NCc1ccc2c(c1)OCO2	7	x	10	1	-3	-21	7	-3
2	COc1cc(SC)ccc1C(=O)OCC(=O)NC1CCCCC1	-4	2	-17	x	0	-9	0	-2
3	CCOc1cc(/C=N/NC(=O)COc2nc(C)cc(COC)c2C#N)ccc1O	x	-4	1	-7	6	22	-7	-6
4	Cc1ccc(CNC(=O)c2cc(-c3ccccc3)nn2CC2CC(c3cccnc3)=NO2)cc1 (stereo unspecified)	10	-14	-3	5	-2	-3	0	-14
5	COc1ccc(NC(=O)N(C)C[C@@H]2Oc3ccc(NC(=O)CCC(F)(F)F)cc3CC(=O)N([C@H](C)CO)C[C@H]2C)cc1	-17	1	4	-2	6	-7	-5	-12
6	C=CCNC(=O)c1nc2ccccc2s1	11	18	x	7	2	-8	1	-92
7	C[C@H]1CN([C@@H](C)CO)C(=O)c2cccc(NS(C)(=O)=O)c2O[C@@H]1CN(C)C(=O)Nc1ccc(F)cc1	-7	-6	-4	0	0	-9	3	-19
8	CO[C@H]1CC[C@@H]2CCOc3ccc(C#N)cc3C(=O)N(C)C[C@H](OC)[C@@H](C)C(=O)N(C)C[C@H]1O2	-1	-9	-12	x	2	-5	0	13
9	Cc1ccnc(NS(=O)(=O)c2ccc(NS(=O)(=O)c3ccccc3)cc2)n1	3	1	-8	-5	0	-1	-5	x
10	O=C(NC1(C(=O)O)CCCC1)c1ccccc1	2	1	-12	3	x	-6	x	6
11	CC(/C=C/c1ccco1)=N/NC(=O)OC(C)(C)C	x	26	-28	x	x	-2	x	-38
12	Cn1c(=O)n(CCCO)c(=O)c2c1nc1n2CCCN1Cc1ccccc1	3	9	10	-2	0	0	-1	3
13	COc1cccc(S(=O)(=O)N[C@@H]2C=C[C@@H](CC(=O)NCc3ccccc3)O[C@H]2CO)c1	0	13	8	-2	4	-2	1	-19
14	CCOC(=O)Nc1ccc(C(N)=O)cc1	6	44	-10	0	0	-1	-3	x
15	CCOc1ccc2nc(NS(=O)(=O)Cc3ccccc3)sc2c1	-87	x	x	2	0	x	2	25
16	CCOC(=O)N1CCN(C(=S)Nc2ccc(C)c(C)c2)CC1	5	-18	11	3	-1	-5	-5	10
17	Cn1ncc(Cl)c1C(=O)N/N=C/c1ccccn1	x	5	3	-4	0	66*	-1	21
18	O=C(NCC1CCCO1)c1ccc(CNS(=O)(=O)c2ccc(F)c(Cl)c2)cc1 (stereo unspecified)	x	-6	5	x	x	-18	x	8
19	O=C(C[C@@H]1CC[C@@H]2[C@H](COC[C@H](O)CN2CC2CCCCC2)O1)NCc1ccc(Cl)cc1	46	-18	12	-6	3	12	1	35
20	CCCNC(=O)N1C[C@@H]2[C@H](c3ccccc31)[C@H](CO)N2Cc1cccc(OC)c1	-4	-3	-1	11	-3	0	0	21
21	COc1cc(CN2C[C@@H](CO)O[C@@H](n3cnc4c(NCCCO)ncnc43)C2)cc(OC)c1OC	10	x	1	-5	0	x	0	0
22	CCc1c(C)n2nc(C)cc2[nH]c1=O	-3	x	x	13	1	-2	3	0
23	CCCC#Cc1ccc([C@@H]2[C@H](C#N)N(C(=O)C3CCC3)[C@H]2CO)cc1	-15	-9	-7	-4	-2	18	7	6
24	O=C(COC(=O)c1ccccn1)NCc1cccs1	2	20	-4	-34	0	6	0	5
25	CCNC(=O)C[C@H]1CC[C@@H]2[C@H](COC[C@@H](O)CN2Cc2ccc(Cl)c(Cl)c2)O1	28	-14	-4	5	-4	8	-5	8
26	O=C1c2nccnc2C(=O)N1c1ccc(F)cc1	x	1	0	-6	x	4	x	6
27	O=c1c2cc(Br)ccc2[nH]c(=S)n1Cc1ccccc1	-26	-10	-5	-2	33	-4	-1	30
28	Cc1c(C(=O)C(=O)NCc2cccs2)c2ccccc2n1C	x	-32	-16	2	x	-5	x	-15
29	C#CCSc1nnnn1-c1ccc(Br)c(C)c1	12	0	-4	x	-3	-4	2	-13
30	COc1cc(NC(=O)c2cccc3c(-c4cccnc4)coc23)cc(OC)c1OC	-98	-21	86*	31	1	x	5	44
31	Cc1noc(C)c1S(=O)(=O)N(C)C[C@H]1OCCCC[C@@H](C)Oc2ccc(NS(C)(=O)=O)cc2C(=O)N([C@H](C)CO)C[C@@H]1C	x	-1	-28	x	-3	6	0	x
32	Cc1ccc2c(C)c(C(=O)NCCN3CCCC(O)C3)oc2c1C (stereo unspecified)	-3	-1	-13	4	3	-27	6	-35
33	O=C(CSc1nc2ccccc2o1)N1c2ccccc2Sc2ccc(Cl)cc21	26	-13	x	-34	-1	25	2	x
34	CCCNC(=O)N1CC2(C1)[C@@H](c1ccccc1)[C@@H](CO)N2C(=O)C1CC1	x	3	-1	5	x	x	x	-3
35	O=C(CCCCCCCC(=O)N1CCCCC1)N1CCCCC1	7	2	-9	15	1	-10	-4	-11
36	COc1ccc(S(=O)(=O)Nc2ccc3c(c2)CC(=O)N([C@@H](C)CO)C[C@@H](C)[C@@H](CN(C)S(=O)(=O)c2ccc(OC)cc2)O3)cc1	-4	-6	2	-8	-3	13	-2	1
37	O=S(=O)(Nc1ccc(S(=O)(=O)Nc2ccccc2)cc1)c1ccccc1	35	x	x	9	-2	-5	0	x
38	CCOC(=O)N1CCN(C(=O)CCCn2nc(C)c3sc4ccccc4c3c2=O)CC1	16	x	x	x	-2	19	4	x
39	C/C(=N\NC(=O)CCCCCNC(=O)c1ccccc1)c1ccccc1O	x	-19	4	x	x	0	x	8
40	O=C(CSc1ccccc1)N1CCN(C(=O)c2ccco2)CC1	x	8	15	-7	x	-4	x	-4
41	O=C(O)CSc1nnc2c(n1)[nH]c1ccccc12	x	1	26	x	x	14	x	-3
42	CCN(CC)c1ccc(NC(=O)C2CCCN(S(=O)(=O)c3cccnc3)C2)c(C)c1 (stereo unspecified)	3	-4	9	x	2	9	5	3
43	COc1ccc(/C=C/c2cc(C(F)(F)F)on2)cc1	x	x	x	4	7	-11	-3	-68
44	CN(Cc1cccc(C(F)(F)F)c1)Cc1nc(-c2cnccn2)no1	8	-5	-2	x	3	-5	9	11
45	O=C(Nc1ccccc1F)N1CCCCN2[C@H](CO)[C@@H](c3ccc(/C=C/c4ccccc4)cc3)[C@@H]2C1	-6	-7	14	2	5	22	3	-25
46	CCc1ccc2oc(C(=O)Nc3cccnc3)c(C)c2c1	-21	x	x	x	-6	-5	1	x
47	Cc1ccc(OCC(=O)Nc2ccccc2C(=O)N2CCCCC2)cc1	-5	4	-7	6	1	-2	7	-6
48	CC(C)CCNC(=O)CN(Cc1ccccc1Cl)C(=O)CCC(=O)Nc1ccccn1	-4	-10	-2	4	-1	-5	1	1

An excerpt from above in order of their number in LGR2 antag, high to low:
nr	mol	LGR2 antag
41	O=C(O)CSc1nnc2c(n1)[nH]c1ccccc12	26
44	CN(Cc1cccc(C(F)(F)F)c1)Cc1nc(-c2cnccn2)no1	-2
47	Cc1ccc(OCC(=O)Nc2ccccc2C(=O)N2CCCCC2)cc1	-7

Given with each value named: part of the list above.
7) C[C@H]1CN([C@@H](C)CO)C(=O)c2cccc(NS(C)(=O)=O)c2O[C@@H]1CN(C)C(=O)Nc1ccc(F)cc1
  C2C12 statin: -7
  GSIS activator: -6
  LGR2 antag: -4
  PGC1a acetyl inh: 0
  Cneo AK release: 0
  ARNT TACC3 PPI: -9
  PglD inh: 3
  PAX8 reporter: -19

8) CO[C@H]1CC[C@@H]2CCOc3ccc(C#N)cc3C(=O)N(C)C[C@H](OC)[C@@H](C)C(=O)N(C)C[C@H]1O2
  C2C12 statin: -1
  GSIS activator: -9
  LGR2 antag: -12
  PGC1a acetyl inh: x
  Cneo AK release: 2
  ARNT TACC3 PPI: -5
  PglD inh: 0
  PAX8 reporter: 13

9) Cc1ccnc(NS(=O)(=O)c2ccc(NS(=O)(=O)c3ccccc3)cc2)n1
  C2C12 statin: 3
  GSIS activator: 1
  LGR2 antag: -8
  PGC1a acetyl inh: -5
  Cneo AK release: 0
  ARNT TACC3 PPI: -1
  PglD inh: -5
  PAX8 reporter: x

10) O=C(NC1(C(=O)O)CCCC1)c1ccccc1
  C2C12 statin: 2
  GSIS activator: 1
  LGR2 antag: -12
  PGC1a acetyl inh: 3
  Cneo AK release: x
  ARNT TACC3 PPI: -6
  PglD inh: x
  PAX8 reporter: 6

More compounds follow.
no.	mol	C2C12 statin	GSIS activator	LGR2 antag	PGC1a acetyl inh	Cneo AK release	ARNT TACC3 PPI	PglD inh	PAX8 reporter
49	CO[C@H]1CN(C)C(=O)c2ccc(NC(=O)Nc3ccccc3F)cc2OC[C@@H](C)NC[C@@H]1C	13	4	-2	u	-2	23	-4	x
50	O=C(O)c1ccccc1SCc1ccc2c(c1)OCO2	-7	x	x	x	7	-2	5	x
51	CC(C)c1ccc(CC(=O)N2CCC2(C)C(=O)NCCC#N)cc1 (stereo unspecified)	-4	13	-1	-5	0	x	1	18
52	CC(C)(C)[S@@](=O)N1Cc2cc(C(=O)NCC(F)(F)F)nc(-c3cccc(-c4cccc(F)c4)c3)c2[C@H]1CCO	-19	-13	8	9	5	-4	-5	-2
53	O=C(NNC(=O)c1ccc(Cl)cc1Cl)c1cccs1	-1	6	-40	-7	-2	1	3	-126
54	COc1ccc(NC(=O)N(C)C[C@H]2OCCCC[C@H](C)Oc3ccc(NC(=O)Nc4ccccc4)cc3C(=O)N([C@H](C)CO)C[C@@H]2C)cc1	x	10	2	16	4	0	-1	13
55	O=C(C[C@H]1C[C@H]2c3cc(NC(=O)C4CCOCC4)ccc3O[C@H]2[C@H](CO)O1)NCc1ccccn1	2	17	19	-5	5	-8	2	-18
56	CCSc1nnc([C@@H]2CCCN2C(=O)OC(C)(C)C)o1	x	x	x	-7	0	2	3	x
57	Cc1ccc2nc(N3CCOCC3)c3nncn3c2c1	8	10	11	-2	6	-1	-5	-44
58	C[C@@H]1ON(C)[C@H]2C[C@H]3c4[nH]c5ccc(-c6ccc7c(c6)OCO7)cc5c4CCN3C(=O)[C@@H]12	-3	10	22	x	-1	x	1	-7
